Screens deposited in PubChem BioAssay by several laboratories.
Dengue-2 NS5 capping: Dengue-2 NS5 methyltransferase inhibitors, primary screen, biochemical, confirmation dose response (AID 588689); Dengue-2 NS5 methyltransferase capping enzyme assay, biochemical; higher % means a stronger effect; one-dose inhibition, % at 25 µM; IC50 in µM for titrated hits; 340,000 tested, 0.3% active; in the data active = a potency from the dose series; inconclusive = inhibition above about 29% without an active follow-up result
West Nile antiviral: West Nile virus antiviral activity, cell-based, CPE readout (AID 1621); West Nile virus-infected cells, CPE inhibition; higher % means a stronger effect; one-dose CPE inhibition, % at 10 µM; IC50 in µM for titrated hits; 290,000 tested, 0.02% active; in the data active = a potency from the dose series; inconclusive = CPE inhibition mostly from about 3.7% at the one dose, without a potency; inactive = the rest, 99 in 100 with CPE inhibition below about 2.2%; note: strong numbers were not always called active
RSV antiviral HEp-2: RSV antiviral activity via CPE protection, HEp-2 cells, primary 10 µM value included (AID 2391); HEp-2 cells, RSV-induced CPE inhibition; higher % means a stronger effect; 310,000 tested, 0.13% active; CPE inhibition, % at 10 µM, or IC50 in µM where a hit was titrated; in the data active = a potency from the dose series; inconclusive = CPE inhibition mostly from about 23% at the one dose, without a potency; inactive = the rest, 99 in 100 with CPE inhibition below about 21%; note: strong numbers were not always called active
UTI89 phage lysis: inhibition of K1F phage lysis, E. coli UTI89, bacterial capsule biogenesis inhibitors, alamar blue (AID 488966); 340,000 tested, 0.02% active; E. coli UTI89 K1F phage lysis, alamar blue, 2 h; higher % means a stronger effect; one-dose inhibition, % at 100 µM; IC50 in µM for titrated hits;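 active = phage lysis inhibition, versus mean bacterial control, above a set limit; inconclusive = no clear call, values can overlap the other calls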;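 note: capsule biogenesis inhibitors block K1F phage lysis so surviving cells raise fluorescence; higher fluorescence means more inhibition of phage lysis; actives were called in the ten point dose series up to 300 µM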
WT yeast gro inh: growth inhibition of WT strain, primary screen, mitochondrial fusion inhibitor project, WT and mutant strains, chemical genetic | mitochondrial fusion phenotypic screen | inhibition, % at 10 µM | 190,000 tested, 2.1% active | AID 1362, 2008; in the data active = inhibition above about 58%; tested in S. cerevisiae
Yfh1-depleted yeast: enhancers of respiration in Yfh1-depleted yeast, dose response, Friedreich's ataxia, plus single-dose screen (AID 1465). S. cerevisiae Yfh1-off respiration, WST-1 reduction, 72 h; higher fold induction means a stronger effect. fold induction at 50 µM; hits with a dose series show EC50 in µM. 220,000 tested, 0.074% active;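 active = fold induction of absorbance versus untreated yeast above a set limit, then at least 30% activation at any dose in follow-up; inconclusive = repeats straddling the limit, or above it without dose testing; inactive = fold induction below the set limit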;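 note: activators that raise dye reduction in frataxin-depleted yeast; strong numbers were not always called active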
SV40 large T antigen: SV40 large T antigen inhibitors, biochemical (AID 1903); one-dose inhibition, % at 20 µM; IC50 in µM for titrated hits; SV40 large T antigen ATPase/helicase inhibition assay; higher % means a stronger effect; 310,000 tested, 0.39% active; in the data active = a potency from the dose series; inconclusive = inhibition mostly from about 32% at the one dose, without a potency; inactive = the rest, 99 in 100 with inhibition below about 32%; note: strong numbers were not always called active
XIAP antagonists: XIAP antagonists, biochemical, IAP family, fluorescence polarization (AID 1018). E3 ubiquitin-protein ligase XIAP (Homo sapiens). one-dose displacement, % at 20 µM; IC50 in µM for titrated hits. XIAP BIR domain, fluorescence polarization peptide displacement; higher % means a stronger effect. 200,000 tested, 0.007% active; in the data active = displacement above about 50%; note: a part of the inactive calls stands beside numbers as strong as those of hits
ER stress rescue: rescue of cells from ER stress-induced death, primary screen, 384-well, CSM14.1, thapsigargin, ATP luminescence (AID 1222) | 190,000 tested, under 10 active | CSM14.1 thapsigargin-induced death rescue, ATP luminescence; higher % means a stronger effect | one-dose cellular ATP content (survival), % at 20 µM; EC50 in µM for titrated hits;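 active = EC50 below 50 µM in the dose-response confirmation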;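 note: death triggered by thapsigargin at about 15 µM added after 2 h compound pretreatment; cell ATP read after overnight thapsigargin exposure of roughly 18 to 22 hours; normalized against plate controls of thapsigargin alone and 5% DMSO vehicle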
WT yeast gro inh mutant strain: second read-out of WT yeast gro inh, no call of its own (marks repeat the call); inhibition, %; mitochondrial fusion phenotypic screen, mutant strain inhibition
Dengue-2 NS5 capping pilot replicate: recorded beside Dengue-2 NS5 capping, whose call it bears; inhibition, %; measured here: pilot screen replicate inhibition
Numbers without * were called inactive; i = inactive; u = inconclusive; x = not tested or not shown; [ ] = another dose, or the depositor's remark.

SMILES	Dengue-2 NS5 capping	West Nile antiviral	RSV antiviral HEp-2	UTI89 phage lysis	WT yeast gro inh	WT yeast gro inh mutant strain	Yfh1-depleted yeast	SV40 large T antigen	XIAP antagonists	ER stress rescue	others
COc1ccc(S(=O)(=O)Nc2ccccn2)c(C)c1C	-4%	-0.1%	1.1%	1.5%	-31	0	i	23%	-0.8%	1.5%
Cc1ccn2c(Nc3ccccc3C)c(-c3ccncc3)nc2c1	-1%	-1.2%	-0.2%	0.1%	-13	-12	i	15%	-4.3%	3.8%
COc1cccc(C(=O)Nc2nnc(S(=O)(=O)N3CCOCC3)s2)c1	-4%	-0.1%	-0.2%	-0.4%	x	x	x	4%	x	x
Cc1oc2cc(O)ccc2c(=O)c1Oc1ccc2ccccc2c1	-3%	-0.5%	12%	0.1%	4	0	i	4%	-10%	1.3%	Dengue-2 NS5 capping pilot replicate=-1.5
O=C(NC(=S)Nc1ccccc1N1CCOCC1)c1ccc(-c2ccccc2F)o1	-5%	0.0%	4.8%	1.1%	x	x	i	9%	x	x
Cc1c(Cl)c([N+](=O)[O-])nn1CC(=O)N1CCc2ccccc2C1	-2%	-0.1%	1.7%	0.3%	-5	-4	i	5%	-3.0%	-2.0%
COc1cc(CNCC2CCCO2)ccc1OCC(N)=O (stereo not drawn)	-1%	-0.2%	1.4%	0.8%	3	3	i	9%	-3.9%	-0.2%
CNC(=S)NCCC(c1ccccc1)c1ccccc1	x	-0.7%	1.3%	3.7%	67*	17*	i	0%	-0.2%	-0.3%
Cc1ccc2nc3c(cc(C(=O)NCC4CCCO4)c(=N)n3C3CCCC3)c(=O)n2c1 (stereo not drawn)	-1%	-0.8%	0.0%	-0.9%	x	x	x	6%	x	x
COc1ccc(/C=C/C(=O)N2CCCc3ccccc32)c(OC)c1	-10%	-0.2%	u	0.2%	x	x	x	4%	x	x
COc1ccccc1CCc1nnc(CCC(=O)NCCOc2cccnc2)o1	-7%	0.9%	1.1%	0.3%	-1	8	i	26%	-4.3%	-1.7%
COCCNC(=O)CN(C(=O)c1ccc(N2CCCC2)nc1)c1ccccc1	-8%	-0.3%	0.3%	-0.3%	17	-12	i	1%	-3.9%	-1.3%
O=C(CC(Nc1ccc(F)cc1)C(=O)O)c1ccccc1 (stereo not drawn)	6%	-0.4%	-0.1%	0.4%	4	-39	i	3%	0.9%	-5.0%
COc1ccc(OCC(=O)Nc2ccncc2)cc1	-5%	0.0%	-0.1%	0.3%	x	x	i	10%	x	x
COc1cc(/C=N/N(CCO)C2=NS(=O)(=O)c3ccccc32)cc(OC)c1OC	-8%	0.1%	2.5%	0.7%	x	x	x	2%	x	x
COC(=O)c1cc(Br)c(=O)n(-c2ccccn2)c1	-4%	0.0%	-0.8%	0.1%	-27	9	i	13%	-0.4%	-0.5%
CCN1CCN(Cc2nnc(-c3ccccc3)o2)CC1	-5%	0.0%	2.0%	0.2%	x	x	x	13%	x	x
Cc1ccc2c(=O)c(C(=O)NCc3cccs3)c[nH]c2c1	-4%	-0.3%	2.6%	-0.5%	-10	-4	i	1%	-1.8%	-3.1%
Cc1nc(SCC(O)CCl)c([N+](=O)[O-])[nH]1 (stereo not drawn)	2%	0.2%	-1.3%	0.2%	-21	2	i	10%	0.2%	-1.7%
COC(=O)CSc1n[nH]c(=S)s1	9%	0.5%	0.4%	-0.1%	-15	-34	i	10%	-0.9%	-2.6%
COc1ccc(/C=N/OCc2nc3c4c(ncn3n2)Oc2ccc3ccccc3c2C4c2ccccc2)cc1 (stereo not drawn)	1%	-0.1%	1.3%	0.3%	14	11	i	6%	1.0%	-1.0%	Dengue-2 NS5 capping pilot replicate=3.3
Cc1cc2c(cc1C)C(c1cc(Br)ccc1F)CC(=O)N2 (stereo not drawn)	-1%	0.4%	-0.8%	2.9%	-1	-27	i	-2%	0.0%	15%
O=C(/C=C/c1cccc([N+](=O)[O-])c1)NCCc1ccc(F)cc1	-2%	-0.7%	2.0%	0.2%	2	-21	i	11%	-1.5%	12%
Cc1nn(-c2ccccc2)c2c1C(c1ccc(Br)s1)C(C#N)=C(N)O2 (stereo not drawn)	u	-1.1%	x	-0.2%	15	19	i	9%	-1.3%	-0.5%
O=C1N/C(=C/c2cccn2-c2ccccc2)C(=O)N1Cc1ccccc1F	1%	-0.9%	1.8%	0.5%[50 µM]	-19	-19	i	-10%	-3.9%	-2.4%
O=c1[nH]c2sc3c(c2c(=O)n1Cc1ccccc1)CCC3	-19%	-0.1%	2.7%	1.0%	9	2	i	11%	-0.9%	-1.8%
C/C(=C\c1ccco1)C1C(C#N)=C(N)Oc2n[nH]c(-c3ccc(C)cc3)c21 (stereo not drawn)	3%	-0.3%	0.1%	-0.2%	1	0	i	35%	-1.1%	-0.3%
CC1CCCCC1NC(=O)CN1CCC(O)(c2ccc3c(c2)OCO3)CC1 (stereo not drawn)	1%	-0.3%	-2.7%	0.1%	-10	-5	i	-2%	-2.3%	-0.5%
COCCNC(=O)CSCc1cc(C)cc(C)c1	-7%	0.4%	2.7%	-0.1%	-5	-9	i	2%	-4.3%	-6.7%
Cn1c(SCc2ccc([N+](=O)[O-])cc2)nc2c(c1=O)SCC2	6%	-1.2%	-1.1%	0.1%	-4	4	i	3%	-4.1%	x
Cc1nn(C(C)C(=O)O)c2ccccc12 (stereo not drawn)	-7%	0.9%	-0.7%	0.0%	-3	2	i	79%	-0.3%	-1.2%
O=C(CC12CC3CC(CC(C3)C1)C2)NC(=S)NCc1ccccc1	-2%	-1.1%	0.8%	1.4%	23	13	i	3%	-1.8%	-2.8%
Cc1c(NC(=O)c2c(N)n(-c3ccccc3)c3nc4ccccc4nc23)c(=O)n(-c2ccccc2)n1C	x	-0.3%	10%	x	-8	22	i	14%	-5.9%	1.6%
FC(F)(F)c1ccc(Cl)c(-n2c(-c3cc(C4CC4)[nH]n3)n[nH]c2=S)c1	-5%	-0.5%	1.3%	-2.5%	x	x	i	8%	x	x
Cc1nnc(-c2cccc(Br)c2)c2cn(-c3ccc(Br)cc3)nc12	-14%	u	3.5%	0.2%	59	78	i	14%	-7.7%	-1.2%
Cc1ccc(C)c(NC(=O)C2CC(=O)N(C(C)C)C2)c1 (stereo not drawn)	-2%	-0.2%	0.7%	0.5%	-1	25	i	3%	-0.5%	-2.0%
COc1ccc2sc(N(CCCN(C)C)C(=O)c3ccc(S(=O)(=O)N(C)Cc4ccccc4)cc3)nc2c1	6%	x	0.7%	0.7%[50 µM]	x	x	x	9%	x	x
Cc1cnc(C(=O)OCC(=O)Nc2sc3c(c2C#N)CCC3)cn1	1%	x	2.1%	1.2%[50 µM]	x	x	x	11%	x	x
COCCNc1nc(N)c([N+](=O)[O-])c(NC2CCCCC2)n1	0%	2.2%	2.6%	0.1%	x	x	x	2%	x	x
O=C(CCCN1C(=O)c2cccnc2Oc2ccc(Cl)cc21)N1CCCCC1	-7%	0.1%	5.9%	0.0%	x	x	x	10%	x	x
O=c1oc(-c2cccs2)nc2ccccc12	-5%	-0.2%	0.8%	0.0%	5	-6	i	10%	-7.2%	-1.0%
COc1cccc(OC)c1OC(=O)/C=C/c1ccc(C)o1	-4%	-0.2%	3.2%	0.4%	x	x	x	10%	x	x
Cc1c(NC(=O)CSc2nnc(C(C)Oc3ccc(Cl)cc3)n2-c2ccccc2)c(=O)n(-c2ccccc2)n1C (stereo not drawn)	-2%	x	6.9%	0.5%	-2	-10	i	6%	-8.8%	1.7%
CCCCCCCCCCCCN1[C@@H](CC(C)=O)c2cc(F)cc(F)c2S1(=O)=O	-4%	1.7%	-0.2%	2.2%	x	x	i	2%	x	x
COc1cccc(OCC(=O)Nc2ccncc2)c1	-9%	-0.1%	17%	0.0%	x	x	x	7%	x	x	Dengue-2 NS5 capping pilot replicate=-2.7
O=C1CC(c2ccccc2Br)c2cc3c(cc2N1)CCC3 (stereo not drawn)	x	1.7%	0.2%	x	-3	-24	i	3%	-2.1%	-0.1%
Cc1ccccc1C(=O)NNC(=O)Cc1ccccc1	-3%	0.3%	1.0%	0.8%	17	10	i	4%	-6.0%	0.9%
CCOc1ccc(N(C(=O)CNC(=O)c2ccco2)C(C(=O)NC2CCCC2)c2cccnc2)cc1 (stereo not drawn)	1%	-0.5%	0.9%	0.2%	x	x	x	4%	x	x
Cc1cc(-c2nnc(SCC(=O)Nc3ccccc3C(F)(F)F)n2N)n[nH]1	-7%	-0.3%	0.3%	0.3%	x	x	x	9%	x	x
Cn1c(CSCc2ccc(F)cc2)nnc1SCC(=O)N1CCN(c2ccccc2)CC1	-2%	-0.6%	9.9%	0.4%	14	36	i	29%	0.0%	-2.0%

2 consecutive records from above:
SMILES	Dengue-2 NS5 capping	West Nile antiviral	RSV antiviral HEp-2	UTI89 phage lysis	WT yeast gro inh	WT yeast gro inh mutant strain	Yfh1-depleted yeast	SV40 large T antigen	XIAP antagonists	ER stress rescue	others
COC(=O)CSc1n[nH]c(=S)s1	9%	0.5%	0.4%	-0.1%	-15	-34	i	10%	-0.9%	-2.6%
COc1ccc(/C=N/OCc2nc3c4c(ncn3n2)Oc2ccc3ccccc3c2C4c2ccccc2)cc1 (stereo not drawn)	1%	-0.1%	1.3%	0.3%	14	11	i	6%	1.0%	-1.0%	Dengue-2 NS5 capping pilot replicate=3.3

Next entries follow:
SMILES	Dengue-2 NS5 capping	West Nile antiviral	RSV antiviral HEp-2	UTI89 phage lysis	WT yeast gro inh	WT yeast gro inh mutant strain	Yfh1-depleted yeast	SV40 large T antigen	XIAP antagonists	ER stress rescue	others
CC(C)(C)OC(=O)N1CC=C2C(C#N)=C(N)C(C#N)(C#N)[C@H](c3cccnc3)[C@H]2C1	>100µM*	0.2%	0.3%	5.9%	4	6	i	-19%	1.7%	-1.6%
COc1ccc(C(C)=O)cc1COC(=O)c1cnc(C)cn1	-7%	1.8%	1.7%	0.1%	18	30	i	3%	-2.8%	-2.0%
CCNC(=O)Nn1c(-c2ccccc2)nc2ccccc2c1=O	-1%	0.2%	0.6%	0.1%	35	4	i	20%	-6.7%	-2.9%
O=C(COc1ccccc1)NC(=S)Nc1ccc2c(c1)Cc1ccccc1-2	-7%	-0.7%	2.1%	-0.5%	11	15	i	4%	-14%	-0.5%
CCNC(=O)/C=C/c1ccccc1[N+](=O)[O-]	-5%	0.9%	3.5%	0.2%	-3	-9	i	0%	-0.9%	-1.0%
CSc1nc2c(c(=O)[nH]1)C(c1cccs1)C1=C(CCCC1=O)N2 (stereo not drawn)	-2%	0.7%	0.8%	0.1%	-11	-3	i	12%	-7.2%	-1.3%
